# HCV inh: blocks hepatitis C virus; Huh7.5.1 HCVcc-Cre infection, luciferase reporter, 44 h; Potency, µM (series often up to 41.8 µM), inactives show at the highest dose activity change, negative = inhibition, hits mostly inhibitors; 340,000 tested, 3.4% active; AID 651820; active = well fitted inhibition curve with a large enough effect; inconclusive = small, poorly fitted or top-dose-only effect, or another doubt; inactive = no such curve, though single readings can be large or run the other way; note: potency is the fitted concentration of half-maximal effect
#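 Cells (1,000/well) were plated 4 h before compound, then infected with HCVcc-Cre virus (~0.5 moi). After 44 h further culture, infection was read as luciferase luminescence following a 15 min substrate incubation at room temperature.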
# HCMV inh: inhibitors of human cytomegalovirus; activity change, negative = inhibition, % at 57.5 µM; AID 1259415; HFF cells, HCMV-luciferase reporter, 72 h; hits give low values; 410,000 tested, 4.5% active; in the data active = activity change below about -60%; inconclusive = no clear call, values can overlap the other calls; inactive = above about -39%
#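 Steps: HFFs plated, 16 h 37C; compounds added; HCMV-luciferase added to MOI 1 PFU/cell; 72 h 37C; OneGlo reagent, 5 min room temperature; luminescence read, normalized to controls.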
# The depositor's hits bear a star; ? = inconclusive; & = joins results of further samples; [ ] = dose if it differs, or a comment. % is set by controls: 0 for no effect and ±100 for the full control effect. Only part of the results is shown; the hit share may differ from the screen's.
# A first look (23 entries):
SMILES,HCV inh,HCMV inh
CCOC(=O)/C(=N/Nc1ccc(Br)cc1)N1CC(C)OC(C)C1 (stereo not drawn),?,-29
CCNc1nc(NC(C)(C)C)nc(SC)n1,?,40
CC(C)C[C@H]1COCCS(=O)(=O)N1Cc1ccc(Cl)c(Cl)c1,2%,-18
O=C(O)C(CCC(C(=O)O)c1ccccc1)c1ccccc1 (stereo not drawn),19%,6
COc1cc(NC(=NS(=O)(=O)c2ccccc2)c2ccccc2)ncn1,0%,170
COCCCn1c(SCC(=O)N2CCc3ccccc32)nnc1-c1ccoc1C,11%,68
CC1(c2nnc(-c3cccc(Cl)c3)o2)CC(c2cccc(F)c2)=NO1 (stereo not drawn),9%,-7
CCOC(=O)c1cnc[nH]c1=O,3%,2
O=C(NN=Cc1ccc2c(c1)OCO2)C1CC1,5%,43
CCCCN1CCC(=O)NC1=O,5%,-19
COc1c2c(c(CCC(=O)O)c3c1C=CC(C)(C)O3)OC(C)(C)C=C2,14%,0
CC12C=CC(=O)C=C1CCC1C2C(O)CC2(C)C1CCC2(C)O (stereo not drawn),2%,-15
O=[N+]([O-])c1cccnc1Sc1ccccc1Cl,10%,?
O=S(OCCN1CCCC1)C(c1ccccc1)c1ccccc1 (stereo not drawn),20%,-33
CCN(CC)CCCC(C)n1c2nc(=O)[nH]c(=O)c-2nc2cc(Cl)ccc21 (stereo not drawn),?,-12
CCCC(C)Sc1nc2c([nH]1)c(=S)n(C)c(=O)n2C (stereo not drawn),3%,-38
O=S(=O)(Cc1ccccc1)C(CCCc1ccccc1)S(=O)(=O)Cc1ccccc1,-21%,-14
CCC1(C(=O)NC(=Nc2ccccc2)Nc2ccccc2)CCOC1=O (stereo not drawn),0%,-10
COc1ccc(N=Nc2c(N)nn(C)c2N)cc1,8%,22
CCOC(=O)c1cc2c(=O)n3cccc(C)c3nc2n(CC2CCCO2)c1=NC(C)=O (stereo not drawn),?,-21&-25
COc1ccccc1NS(=O)(=O)c1ccc(C)c(C(=O)Nc2ccc(S(=O)(=O)Nc3onc(C)c3C)cc2)c1,19%,-33
Cc1cccc(Nc2nc(N)nc(N)c2N=O)c1,-21%,-30
O=C(Cc1cccc(NC(=O)C2CCCN(C(=O)c3ccccc3)C2)c1)Nc1cccc(C(=O)N2CCOCC2)c1 (stereo not drawn),-11%,5

# Main list, repeating the preview:
SMILES,HCV inh,HCMV inh
CCOC(=O)/C(=N/Nc1ccc(Br)cc1)N1CC(C)OC(C)C1 (stereo not drawn),?,-29
CCNc1nc(NC(C)(C)C)nc(SC)n1,?,40
CC(C)C[C@H]1COCCS(=O)(=O)N1Cc1ccc(Cl)c(Cl)c1,2%,-18
O=C(O)C(CCC(C(=O)O)c1ccccc1)c1ccccc1 (stereo not drawn),19%,6
COc1cc(NC(=NS(=O)(=O)c2ccccc2)c2ccccc2)ncn1,0%,170
COCCCn1c(SCC(=O)N2CCc3ccccc32)nnc1-c1ccoc1C,11%,68
CC1(c2nnc(-c3cccc(Cl)c3)o2)CC(c2cccc(F)c2)=NO1 (stereo not drawn),9%,-7
CCOC(=O)c1cnc[nH]c1=O,3%,2
O=C(NN=Cc1ccc2c(c1)OCO2)C1CC1,5%,43
CCCCN1CCC(=O)NC1=O,5%,-19
COc1c2c(c(CCC(=O)O)c3c1C=CC(C)(C)O3)OC(C)(C)C=C2,14%,0
CC12C=CC(=O)C=C1CCC1C2C(O)CC2(C)C1CCC2(C)O (stereo not drawn),2%,-15
O=[N+]([O-])c1cccnc1Sc1ccccc1Cl,10%,?
O=S(OCCN1CCCC1)C(c1ccccc1)c1ccccc1 (stereo not drawn),20%,-33
CCN(CC)CCCC(C)n1c2nc(=O)[nH]c(=O)c-2nc2cc(Cl)ccc21 (stereo not drawn),?,-12
CCCC(C)Sc1nc2c([nH]1)c(=S)n(C)c(=O)n2C (stereo not drawn),3%,-38
O=S(=O)(Cc1ccccc1)C(CCCc1ccccc1)S(=O)(=O)Cc1ccccc1,-21%,-14
CCC1(C(=O)NC(=Nc2ccccc2)Nc2ccccc2)CCOC1=O (stereo not drawn),0%,-10
COc1ccc(N=Nc2c(N)nn(C)c2N)cc1,8%,22
CCOC(=O)c1cc2c(=O)n3cccc(C)c3nc2n(CC2CCCO2)c1=NC(C)=O (stereo not drawn),?,-21&-25
COc1ccccc1NS(=O)(=O)c1ccc(C)c(C(=O)Nc2ccc(S(=O)(=O)Nc3onc(C)c3C)cc2)c1,19%,-33
Cc1cccc(Nc2nc(N)nc(N)c2N=O)c1,-21%,-30
O=C(Cc1cccc(NC(=O)C2CCCN(C(=O)c3ccccc3)C2)c1)Nc1cccc(C(=O)N2CCOCC2)c1 (stereo not drawn),-11%,5
Cc1cc(C)c(-c2c(N)cc(Br)cc2Br)c(N)c1,?,-27
COc1ccc2oc(N)nc2c1,4%,15
NS(=O)(=O)c1ccc(SCc2ccccc2)nc1,1%,58
CCN1CCN(S(=O)(=O)c2ccc(Cl)c(C(=O)N(C)Cc3ccc(C(C)(C)C)cc3)c2)CC1,?,-13
CC(=O)c1ccc(CCCCc2ccc(C(C)=O)cc2)cc1,16%,-19
O=C(O)C1CCC(C(=O)O)O1 (stereo not drawn),6%,4
COc1ccc(-c2ccc3c(c2)C2CC3CCN2C(=O)C2CCCCC2)cc1 (stereo not drawn),8%[8.37 µM],-32
CN(CCc1ccccc1)C(=O)c1cccc(NC(=O)Cc2cccc(NC(=O)C3CCCN(C(=O)C4CCCC4)C3)c2)c1 (stereo not drawn),?,-24
O=[N+]([O-])c1ccccc1CN1CCN(S(=O)(=O)c2ccccc2)CC1,21%,1
NC1=NC(c2ccc([N+](=O)[O-])cc2)N(c2ccc(F)cc2)C(N)=N1 (stereo not drawn),10%,43
CN(C)c1ccc(C=C2C=CC=C2)cc1,-14%,0
CCOC(=O)/C(C#N)=C\c1ccc2c(c1)OCO2,8%,-38
O=Cc1cccc2ccc3cccc(C(=O)O)c3c12,22%,43
CC(C)C[C@@H](CO)NC(=O)CC[C@H](NC(=O)OC(C)(C)C)C(=O)N(Cc1ccccc1)Cc1ccccc1,-19%,-21
O=C(NNC(=S)Nc1ccc(C(=O)O)c(O)c1)c1ccncc1,9%,0
COc1ccc(-c2cc3cc(OC)c(OC)cc3cn2)cc1OC,-47%,-11
O=C(Nc1ccccc1)C(CCCCN1C(=O)c2ccccc2C1=O)N1C(=O)c2ccccc2C1=O (stereo not drawn),18%,-24
CC(C)Nc1ncnc2[nH]ncc12,3%,5
N#Cc1ccc(COC(=O)c2ccc3c(c2)OCO3)cc1,-9%,22
CON(C)S(=O)(=O)c1cccc(C(=O)Nc2cccc(S(=O)(=O)NC3=NCCCCC3)c2)c1,?,0
Nc1ccc2c(c1)Cc1cc(Cl)c(Cl)cc1-2,-13%,77
CCOc1ccc(C(=O)NC2CCCCCCC2)cc1,5%,95
CCOC(=O)C(Cc1ccc(O)c([N+](=O)[O-])c1)N1C(=O)c2ccccc2C1=O (stereo not drawn),15%,3
COc1ccc(C2C(=O)NN=C2C)cc1 (stereo not drawn),5%,-36
O=C(O)COc1ccc(NC(=O)c2cccs2)cc1,39%[activator],23
O=C(CN1C(=O)C2(OCCO2)c2cc(Br)ccc21)NO,-15%,19
CC(=O)Nc1c(O)c2cccc3c2n(c1=O)CCC3,4%,-35
CCN1CCC(O)(c2ccccc2)C(C(=O)c2ccccc2)C1 (stereo not drawn),26%,-15
COc1ccc(Oc2c(OC)cc([N+](=O)[O-])c3ncccc23)cc1,-24%,4
COc1cc2c(cc1OC)CN(C1CCCN(Cc3cccc(C(C)=O)c3)C1)CC2 (stereo not drawn),3%,18
NCC1OC(n2cnc3c(N)ncnc32)CC1O (stereo not drawn),26%,-15
Cc1ccc(NC2CNC(=O)NC2=O)cc1C (stereo not drawn),9%,53
COc1ccc(CC(=O)Nc2cc(C)ccn2)cc1OC,4%,120
CCC/C(=N/NC(=O)c1nnn(-c2nonc2N)c1CN1CCCCC1)c1ccccc1,10%,-37
CC(=O)OCC1OC(COC(C)=O)(c2ccc(C)cc2)C(OC(C)=O)C1OC(C)=O (stereo not drawn),22%,-5
CC(C)(C)C1CCC(CN2CCC(CN3C(=O)C(=O)NC[C@@H]3Cc3ccccc3)CC2)CC1 (stereo partly drawn),-23%,-33
Cc1ccccc1C(=O)N1[C@@H](C(C)C)COc2cc(Br)ccc2S1(=O)=O,-10%,-10
# The listing continues.
SMILES,HCV inh,HCMV inh
CC(C)(C)OC(=O)N1CCCC(C(=O)Nc2ccc(C(=O)NC3CC3)cc2)C1 (stereo not drawn),-13%[8.37 µM],3
O=C(N/N=C/c1ccc(OC(=O)c2ccco2)cc1)c1ccc[n+]([O-])c1,9%,-18
O=C(Nc1ccn(CCCN(CCCn2ccc(NC(=O)OCc3ccccc3)nc2=O)CCc2cc3ccccc3[nH]2)c(=O)n1)OCc1ccccc1,?,-3
Cc1ccc(S(=O)(=O)N(C)c2ccc(OCC(=O)Nc3ccc(S(C)(=O)=O)cc3)cc2)cc1,?,-8
Nc1ccc2ccccc2c1N=Nc1ccccc1,?,37
O=C(NNc1ccccc1)c1ccccc1,-2%,16
Cn1cc(C2OC(=O)c3ccccc32)c2ccccc21 (stereo not drawn),-12%,?
O=C(NC1CC1(c1ccccc1)c1ccccc1)c1ccccc1 (stereo not drawn),7%,-22
COc1cccc(-c2cc(C(=O)NC3CCCC3)c3ccccc3n2)c1,?,21
O=C(CC1Sc2ccccc2NC1=O)NNc1cccc(Cl)c1Cl (stereo not drawn),19%,?
N#Cc1ccc(-n2nnc3ccccc3c2=O)c([N+](=O)[O-])c1,5%,32
CC(=O)c1nn(-c2ccccc2)cc1C(=O)c1ccc(C)cc1,?,6
O=C(c1ccccc1)C(CCc1ccccn1)CCc1ccccn1,-20%,-11
COC(=O)c1ccc(C2=NOC(C)(c3nnc(-c4cccc(Cl)c4)o3)C2)cc1 (stereo not drawn),17%,-25
Nc1cc2c(cc1Cl)-c1ccccc1C2=NO,5µM*,?
Cn1c(=O)[nH]c2c(c1=O)CCO2,25%,2
CC1=CC(C)(C)NC(=S)N1c1ccc(N(C)C)cc1,4%,?
Cc1ccc(CN(N=Nc2nonc2N)c2nonc2N)c(C)c1,?,-21
O=S(=O)(c1ccccc1)N1CCN(Cc2ccccc2)c2ccccc21,?,-5
Cc1ccc(S(=O)(=O)N2CCN(C(=O)COC(=O)COc3ccc(Cl)cc3)CC2)c(C)c1,10%,43
Cc1nc2cc(-c3ccc(Cl)cc3)nn2c(C)c1CCC(=O)N1CCC2(CC1)OCCO2,0%,?
Cc1cccc(-c2nnc(-c3cccc4ccccc34)o2)c1,?,97
COC(=O)c1sc(NC(=O)c2ccc(OC)cc2OC)nc1C,-9%,40
Cn1c(=O)c2[nH]c(SCCN3CCOCC3)nc2n(C)c1=S,-1%,-7
O=C1NC(=O)C(=Cc2ccccc2)N1,11%,-17
COc1cc(NC(=S)NN2CCOCC2)cc(OC)c1,19%,-5
CCN1CCN(c2ccc(S(=O)(=O)N3CCOCC3)cc2NC(=O)C2CCC(C(C)(C)C)CC2)CC1 (stereo not drawn),?,-9
O=C1C2CCCCN2C(=O)N1CCCN1CCN(c2cccc(C(F)(F)F)c2)CC1 (stereo not drawn),1%,10
O=C(NCc1ccccc1)C1Nc2ccc(OC(F)(F)F)cc2C2C=CCC12 (stereo not drawn),-20%,50
C=CCC1(Cc2ccsc2)C(=O)NC(=O)NC1=O,17%,16
Cc1ccc(C(=O)Nc2ccc(Cl)cc2C(=O)c2ccccc2)cc1,-4%,?
CC(=O)c1ccc(N2CCN(C(=O)c3ccccc3SCC(=O)NCc3ccco3)CC2)c(F)c1,13µM*,5
N#C/C(C(N)=O)=C1/CCCN1Cc1ccccc1,-6%,24
Nc1ncnc2c1ncn2C1CCCC(CO)O1 (stereo not drawn),13%,-2
OC(CNCc1ccccc1)c1ccc(Cl)cc1 (stereo not drawn),13%,19
CC(=O)Nc1ccc(Nc2nc3ccccc3nc2NS(=O)(=O)c2ccc(Cl)c([N+](=O)[O-])c2)cc1,35%[activator],-1
O=C(CNC(=O)OCc1ccccc1)NC1(C(=O)O)CCCC1,19%,-10
Cc1cccc(-c2ccc3c(c2)C2CC3CCN2C)c1 (stereo not drawn),22%[8.37 µM],-16
O=C(Nc1ncccn1)c1cccc(Cl)c1,17%,29
CCCCCCCCCNC(=O)[C@H](NC(=O)COc1ccccc1)[C@@H]1NC(C(=O)OC)C(C)(C)S1 (stereo partly drawn),-2%,191
C#CCOCCOCCOCCNc1nc(N2CCOCC2)nc(N2CCN(C(=O)Cn3cc(CCCCN)nn3)CC2)n1,9%,-5
Cc1ccccc1S(=O)(=O)N1C[C@H]2CON(C)[C@H]2C[C@H]1c1cccc(N2CCOCC2)c1,-15%,20
COc1ccc(CCn2c(=N)c(C(=O)NCc3ccco3)cc3c(=O)n4ccccc4nc32)cc1OC,?,-95*

# Compound activity (PubChem)
